# HTRA1 inhibitor: blocks human HTRA1 serine peptidase. 0.5% of 340,000 active. inhibition, % at 5.96 µM. AID 504803. recombinant HTRA1, FP-rhodamine activity-based probe, fluorescence polarization; in the data active means inhibition above about 36%;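 further: 0% = enzyme with DMSO and 100% = wells lacking enzyme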
# Target sequence (Q92743 whole entry, looked up): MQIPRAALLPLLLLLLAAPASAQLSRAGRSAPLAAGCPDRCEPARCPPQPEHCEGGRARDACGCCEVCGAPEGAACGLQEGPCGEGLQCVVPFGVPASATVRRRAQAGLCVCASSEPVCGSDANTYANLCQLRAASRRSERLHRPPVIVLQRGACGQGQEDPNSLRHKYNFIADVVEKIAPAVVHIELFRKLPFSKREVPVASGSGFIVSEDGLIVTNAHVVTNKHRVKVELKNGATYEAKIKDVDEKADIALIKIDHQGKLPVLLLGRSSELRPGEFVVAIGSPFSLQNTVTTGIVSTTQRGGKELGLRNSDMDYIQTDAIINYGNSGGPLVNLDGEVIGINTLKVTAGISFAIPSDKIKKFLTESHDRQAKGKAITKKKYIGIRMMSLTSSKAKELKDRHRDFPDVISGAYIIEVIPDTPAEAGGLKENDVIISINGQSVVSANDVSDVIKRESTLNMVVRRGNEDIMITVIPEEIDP
# SIAE inh: human SIAE inhibition, primary screen. Q9HAT2. SIAE FP-Rh probe binding, fluorescence polarization. inhibition, % at 9.66 µM. 0.69% of 370,000 active. AID 1053197;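 active means inhibition above a cutoff: mean of compounds within the control limits plus 3 SD of those, cut at about 17% in these data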;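 further: 0% = plate median of compound wells and 100% = probe without SIAE protein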
# LEDGF integ inh: blocks HIV-1 LEDGF/p75-dependent DNA integration | TR-FRET IN-LEDGF/p75 DNA integration, Eu/Cy5 | inhibition, % at 3.7 µM | 0.64% of 370,000 active | AID 743269;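 active means inhibition above the screen-wide mean plus 3 SD, cut at about 13% in these data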;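 further: signal is the Cy5 over europium emission ratio at 671 and 618 nm; 0% = plate median of compound wells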
# NR1D1 modulator: Rev-erb alpha (human) modulation; P20393; Rev-erbα–FITC-DNA binding, fluorescence polarization, 90 min; activity, % at 10 µM; 0.79% of 370,000 active; AID 1259318;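 active means activity above about 14%, limit read from the data; passing the limit was not always enough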;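 further: 0% = DMSO wells with 35 nM protein and 100% = DMSO wells with 750 nM protein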
# Target sequence (P20393 whole entry, looked up): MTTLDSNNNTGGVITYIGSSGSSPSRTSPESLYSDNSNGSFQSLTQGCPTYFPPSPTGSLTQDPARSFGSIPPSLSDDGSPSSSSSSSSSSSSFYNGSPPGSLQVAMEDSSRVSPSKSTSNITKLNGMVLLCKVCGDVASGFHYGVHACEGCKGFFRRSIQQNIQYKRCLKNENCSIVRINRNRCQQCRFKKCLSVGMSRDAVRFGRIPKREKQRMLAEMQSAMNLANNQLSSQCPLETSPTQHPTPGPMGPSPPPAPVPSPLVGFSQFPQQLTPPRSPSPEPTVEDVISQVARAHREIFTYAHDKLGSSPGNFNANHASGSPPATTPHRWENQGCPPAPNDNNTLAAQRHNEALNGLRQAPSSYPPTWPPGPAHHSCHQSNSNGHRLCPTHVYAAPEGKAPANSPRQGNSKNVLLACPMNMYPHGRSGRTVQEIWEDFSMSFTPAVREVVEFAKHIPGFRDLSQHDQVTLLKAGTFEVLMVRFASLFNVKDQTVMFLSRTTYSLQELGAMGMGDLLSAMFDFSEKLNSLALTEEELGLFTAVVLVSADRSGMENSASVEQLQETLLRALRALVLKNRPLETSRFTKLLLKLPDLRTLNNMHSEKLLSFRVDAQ
# PG9 Ab binder: PG9 antibody binding by small molecule. TR-FRET gp120-PG9 antibody binding. inhibition, % at 6.7 µM. 0.43% of 360,000 active. AID 624416; in the data active means inhibition above about 8.5%
# TCR-CD3 inh: blocks the human TCR-CD3 interaction; 0.37% of 360,000 active; TAMRA-labeled TCR probe fluorescence, biochemical; inhibition, % at 9.4 µM; in the data active means inhibition above about 19%;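 further: recombinant mutant TCR 2C K166C tagged with TAMRA read by polarization; 0% = receptor in buffer alone and 100% = receptor with positive control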
# PRMT1 FP inh: blocks human protein arginine methyltransferase 1. recombinant PRMT1, activity-based probe fluorescence polarization. inhibition, % at 2.79 µM. 1.3% of 370,000 active. Q99873;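 active means inhibition above about 21% made by adding two undisclosed values, limit read from the data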
# mABHD4 FP: inhibits mouse alpha/beta hydrolase domain 4; 0.54% of 370,000 active; Q8VD66; purified mABHD4, FP-Rh probe fluorescence polarization; AID 720543; inhibition, % at 8.92 µM;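 active means inhibition exceeding the mean over every tested compound plus 3 SD, cut at about 30% in these data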;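 further: 0% = plate median of compound wells and 100% = S159A mutant with DMSO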
#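 system = mouse ABHD4 enzyme, wild type | medium = HEPES pH 7.0, NaCl, Pluronic buffer | also added = FP-Rh probe | incubation = Enzyme–compound pre-incubation 45 min, then probe 60 min, both 25 °C | technique = fluorescence polarization, excitation 525 nm, emission 598 nm, BODIPY TMR filters | controls = S159A mutant high control, sample median low control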
# TDP2 inh: blocks human TDP2 phosphodiesterase activity | AID 720702 | 0.34% of 370,000 active | recombinant TDP2, T5PNP hydrolysis, p-nitrophenol absorbance 415 nm | inhibition, % at 12.8 µM | O95551;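 active means inhibition above the mean of all tested compounds plus 3 SD, set per campaign, cut at about 25% in these data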;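 further: 0% = DMSO with enzyme and 100% = buffer with substrate but no TDP2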
#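 System – recombinant human TDP2 · Quantity – TDP2 enzyme at 120 nM final · Doses – single concentration, 12.8 µM nominal, with 1% DMSO · Incubation – 2 h at 37 °C · Measured by – epi absorbance of p-nitrophenol freed from T5PNP by hydrolysis · Read-out – % inhibition relative to enzyme-containing and enzyme-free wells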
# rCAG RNA binder: molecules binding r(CAG) RNA repeats; inhibition, % at 3 µM; r(CAG) RNA repeat, TO-PRO-1 dye displacement fluorescence; 1.3% of 370,000 active;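 active means inhibition above the plate cutoff, the mean of all test compounds on that plate plus 3 SD, cut at about 35% in these data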;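 further: 0% = DMSO alone and 100% = 100 µM mitoxantrone as full dye displacement; higher means more dye released from RNA so lower well fluorescence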
# Active calls of the source: *; · = not tested or not shown.
SMILES,HTRA1 inhibitor,SIAE inh,LEDGF integ inh,NR1D1 modulator,PG9 Ab binder,TCR-CD3 inh,PRMT1 FP inh,mABHD4 FP,TDP2 inh,rCAG RNA binder
Cc1cccc(CCNC(=O)c2nnc(Cc3ccc(Cl)cc3)o2)c1,-1,8,0,6,0.0,7,-3,-1,-4,0
COc1ccc(NC(=O)c2cccc(NC(=O)C3C4CC5OC(=O)C3C5C4)c2)c(OC)c1 (configuration not stated),6,-5,-3,-4,-3.2,3,1,1,1,0
COc1ccc(/C(N)=N/OC(=O)CCCc2ccccc2)cc1OC,-15,-6,0,4,-2.7,10,0,3,-5,-4
Cc1ccc(Sc2oc(/C=N/n3cnnc3)cc2Br)cc1,-36,-3,1,-4,0.6,9,-1,-9,2,-4
Cc1ccc2nccc(C(=O)N3CCCC(Nc4ccc(F)cc4)C3)c2c1 (configuration not stated),1,-5,4,-2,-1.6,5,0,0,1,-3
O=C(COC(=O)c1ccc(NS(=O)(=O)c2ccc3c(c2)OCCO3)cc1)NCC1CCCO1 (configuration not stated),5,-3,-1,6,-0.7,8,-2,3,9,5
CCc1ccccc1OCC(=O)N(CC)CC(=O)NCc1ccc(F)cc1,-5,0,-3,-9,-2.1,-9,4,-15,-12,-8
O=C(Nc1nnc(S(=O)(=O)N2CCCCCC2)s1)c1ccccc1F,-8,1,-3,-9,1.0,13,0,-3,-9,23
COc1ccc(OC)c(N/C(N)=N/c2nc(C)cc(C)n2)c1,6,1,-2,2,-1.1,-9,-3,-1,-10,16
Cc1cccc(Nc2nc(-c3ccc(F)cc3)cs2)n1,-3,3,-6,6,-1.5,-11,3,10,8,5
CC(=O)N1c2ccc(S(=O)(=O)N3CCC(C(=O)NC4CCCCC4C)CC3)cc2CC1C (configuration not stated),-1,-2,1,4,-1.1,2,-4,-1,-2,2
COc1ccc(C(=O)NCC(=O)OCC(=O)NCc2ccco2)cc1,-1,-1,-3,-3,-0.7,-7,1,1,1,4
C/C(CC(=O)NC1CCCCCC1)=N\NC(=O)c1cnccn1,1,17,1,-1,-0.7,-8,-1,-5,9,-2
O=C(COC(=O)CCCOc1ccc(Cl)cc1Cl)NCc1ccc(F)cc1,-13,-1,-6,3,1.3,-7,1,11,-11,1
Cc1cc(C)c(S(=O)(=O)N2CCN=C2c2ccccc2)cc1C,4,-10,3,0,1.9,-6,-2,-9,-3,1
CCN(CC)C(=O)c1cc(C(C)(C)C)c(O)c(C(C)(C)C)c1,-9,8,2,-4,-1.2,-5,-1,-6,10,-8
CC(C)Nc1ccc(C(CC(N)=O)NC(=O)c2ccccc2)cc1[N+](=O)[O-] (configuration not stated),9,-3,0,10,-0.4,0,2,-12,-5,7
Nc1c(C(=O)Nc2ccccc2)sc2nc(N3CCOCC3)c3c(c12)CCCC3,-8,-1,1,1,3.7,-2,35*,10,-2,13
CNc1cccc2c1C(=O)c1ccccc1C2=O,32,-3,4,1,-19,-21,13,20,6,2
O=C(Nc1ccc(Br)cc1F)c1cccnc1,-3,-4,1,1,-1.5,-2,0,2,5,-5
Cc1ccc(NC(=O)c2csnn2)c(C)c1,-3,-2,2,-6,-1.4,0,1,-3,2,3
Cc1ccc(C2=NN(C(=O)CN3CCN(C4CCS(=O)(=O)C4)CC3)C(c3ccco3)C2)cc1 (configuration not stated),-2,9,-6,7,-1.0,-6,6,9,-1,1
O=C1CC2c3ccccc3CCN2C(=O)CN1Cc1ccccc1 (configuration not stated),·,10,3,-3,-1.4,2,-3,6,7,5
COc1ccc(S(=O)(=O)N(CC(C)C)C2CCS(=O)(=O)C2)cc1OC (configuration not stated),-1,0,2,-3,0.8,-3,7,3,10,2
O=C1CCC(=O)N1CN(Cc1ccco1)CN1C(=O)CCC1=O,-4,-6,3,5,0.0,1,-5,-12,-11,3
Cc1ccc(NC(=S)N(Cc2ccc(Br)cc2)Cc2ccc(C(=O)O)cc2)cc1C,-24,6,5,-2,-2.3,8,-5,-9,-3,54*
Cc1ccc(/C=C\c2nccc3c2[nH]c2ccccc23)cc1,-59,7,-1,3,3.2,12,3,-1,-16,15
FC(F)(F)c1cc(C(F)(F)F)c2ccc(N3CCN(c4ccccc4)CC3)nc2n1,6,-3,-4,-3,0.9,4,-1,-2,-7,0
COc1ccc(OC)c(NC(=O)C2CCCN(S(C)(=O)=O)C2)c1 (configuration not stated),-2,-1,-4,-2,-0.8,-12,0,-6,9,-3
COC(=O)c1ccc(OC)c(CN2CCCN(Cc3ccc(F)cc3)S2(=O)=O)c1,-11,4,4,-2,-1.7,-7,-1,-3,-9,-6
Cc1ccc(S(=O)(=O)CC(=O)NCc2ccc(Cl)cc2)cc1,0,6,2,1,-0.1,0,-3,-3,-6,0
CCCN(CC(=O)Nc1c(C)cccc1CC)C(=O)SCC,1,0,-2,2,1.1,0,2,0,-2,-3
COC(=O)c1ccccc1NC(=S)N(Cc1ccc2c(c1)OCO2)Cc1cc2cc(C)ccc2[nH]c1=O,-3,-9,1,-1,-1.5,2,-2,1,-10,6
CC(=O)C1=C(C)NC(=O)CC1c1ccc(F)cc1 (configuration not stated),1,-1,1,0,-1.5,1,-1,3,7,-3
CCN1C(=O)[C@@H]2[C@@H](c3ccc(SC4CCCCC4)cc3)N3CCC[C@@]3(C(=O)OC)[C@@H]2C1=O,-10,-1,-1,0,2.7,3,14,-5,-2,7
CCN1CCN(c2sc(S(=O)(=O)CC)nc2S(=O)(=O)c2ccc(C)cc2)CC1,2,1,-1,-3,-0.4,-4,0,-2,-2,2
CCOC(=O)N1CCC2(CC1)CC(=O)c1c(ccc3oc(C(=O)O)c(C)c13)O2,0,5,3,2,-0.6,-5,-1,-17,-6,6
Cc1ccc(CN2CC(C(=O)Nc3ccc(S(=O)(=O)Nc4cc(C)nc(C)n4)cc3)CC2=O)cc1 (configuration not stated),-1,2,-2,-4,-0.4,-5,-2,-1,6,9
O=S(=O)(c1ccc(OCC(O)CN2CCN(c3ccc(F)cc3)CC2)cc1)N1CCOCC1 (configuration not stated),1,-8,5,5,2.0,-12,2,-5,-18,-6
CCOC(=O)N1CCN(C(=O)c2ccc([N+](=O)[O-])cc2Cl)CC1,2,0,2,5,-1.8,1,1,5,1,0
COc1cccc(C=NNC(=O)CSc2nc3ccccc3[nH]2)c1O,·,-6,-7,1,·,·,-8,-2,-17,10
CCOC(=O)C(C#N)=CN1CCN(C(=O)CCCl)c2ccccc21,-2,1,-1,-4,-1.6,2,-1,1,3,3
O=C(CSc1nnc(-c2ccc(Br)o2)n1Cc1ccccc1)c1ccccc1F,-20,7,0,·,1.2,-2,-1,-7,-6,-3
CCOP(=O)(O)c1ccccc1OCCOc1ccccc1P(=O)(O)OCC,4,-1,-3,-3,0.3,-7,4,2,5,0
NC1=NC2(CCC(c3ccccc3)CC2)n2c(nc3ccccc32)N1 (configuration not stated),-10,-11,-7,-1,0.2,4,-2,25,-17,6
COc1ccc(-c2cn3c(C)c(C(=O)Nc4cccc(NC(C)=O)c4)sc3n2)cc1,0,0,-3,0,0.0,7,2,-8,4,5
COC(=O)CSc1nc(C)cc(C)n1,2,-7,-7,-9,-1.0,-3,2,-2,-5,-5
CCOC(=O)CNNC(=O)Nc1ccc(Cl)c(Cl)c1,-4,2,-1,3,-4.0,0,1,-3,-11,2
COc1cc(/C=C/C(=O)NCc2nc3ccccc3[nH]2)cc(OC)c1OC,7,-5,0,4,-2.6,3,0,1,-5,5
CC(NCc1ccc(OCC(N)=O)cc1)C12CC3CC(CC(C3)C1)C2 (configuration not stated),2,0,2,-1,-2.7,0,-1,-4,0,7
C=CCN(C(=O)c1csnn1)C(C(=O)NC1CCCC1)c1ccc(Cl)cc1 (configuration not stated),-3,-1,-8,1,-1.7,1,2,2,-4,-1
Cc1cc(C)n(CCNC(=O)c2ccco2)n1,0,-4,-5,3,0.2,6,1,7,-6,0
CCOc1ccc(NC(=O)c2ccccc2NS(C)(=O)=O)cc1,9,-4,-4,-3,-0.3,2,0,3,8,9
O=S(=O)(Oc1ccccc1)c1ccc(Cl)c(Cl)c1,-6,4,-1,2,0.1,3,3,-3,12,1
O=C(O)c1cccc(CN2C(=O)c3ccccc3C2=O)c1,1,-1,-3,-4,-0.5,-13,-1,-8,-15,4
Oc1ccc(N=Cc2ccc(-c3cccs3)s2)cc1,62*,45*,47*,-6,-21,43*,38*,86*,9,22
CCNC(=O)C1CCCN(C(=O)c2ccco2)CC1 (configuration not stated),·,-1,-1,8,-1.5,-4,-3,2,5,-1
O=C(O)CNc1nc(-c2ccccc2)nc2c1oc1ccccc12,0,4,4,3,-1.0,6,-1,-8,4,12
COc1ccccc1C(CNC(=O)c1cccc(NS(=O)(=O)c2ccc(C)c(F)c2)c1)N(C)C (configuration not stated),-2,1,-2,5,0.7,-5,-2,-1,6,-4
Cc1ccccc1-c1cc(C(=O)NCc2cccc(Br)c2)nn1CC1CC(c2cccc([N+](=O)[O-])c2)=NO1 (configuration not stated),-30,1,-2,1,-1.6,-1,0,-6,13,6

# Next section.
SMILES,HTRA1 inhibitor,SIAE inh,LEDGF integ inh,NR1D1 modulator,PG9 Ab binder,TCR-CD3 inh,PRMT1 FP inh,mABHD4 FP,TDP2 inh,rCAG RNA binder
CCC(CC)c1nn2c(N)c(/C=C3\C=Nc4ccccc43)c(=O)nc2s1,0,5,8,8,-3.8,-5,-4,4,-14,9
CC(OC(=O)CCc1ccccc1)C(=O)Nc1ccc(Cl)cn1 (configuration not stated),31,-4,0,2,-2.7,4,1,6,-6,-4
Cc1ccc(C(=O)OCN2C(=O)c3ccccc3C2=O)cc1S(=O)(=O)N1CCOCC1,-2,-2,0,-3,-3.7,-6,-2,-1,-3,-3
Cc1ccc(C)c(S(=O)(=O)N2CCN(C(=O)c3cccnc3)CC2)c1,4,8,0,1,2.3,-4,4,-1,-1,-5
Cc1cc(-c2ccccc2)c2c(=O)[nH][nH]c2n1,-3,5,-2,2,-0.5,3,-2,1,-4,6
COC(=O)c1cc(Cl)cc2c(C)c(C3(O)CCCCC3)[nH]c12,-56,-2,0,-3,-1.5,6,-1,-16,-6,0
COc1cc(OC)c(OC)cc1CNC(=O)CCN1C(=O)c2cccc([N+](=O)[O-])c2C1=O,9,19*,4,1,-0.1,1,-6,-6,4,2

# A draw from above in order of SMILES length, ascending:
SMILES,HTRA1 inhibitor,SIAE inh,LEDGF integ inh,NR1D1 modulator,PG9 Ab binder,TCR-CD3 inh,PRMT1 FP inh,mABHD4 FP,TDP2 inh,rCAG RNA binder
CC(OC(=O)CCc1ccccc1)C(=O)Nc1ccc(Cl)cn1 (configuration not stated),31,-4,0,2,-2.7,4,1,6,-6,-4
COC(=O)c1cc(Cl)cc2c(C)c(C3(O)CCCCC3)[nH]c12,-56,-2,0,-3,-1.5,6,-1,-16,-6,0
Cc1ccc(C)c(S(=O)(=O)N2CCN(C(=O)c3cccnc3)CC2)c1,4,8,0,1,2.3,-4,4,-1,-1,-5
Cc1ccc(C(=O)OCN2C(=O)c3ccccc3C2=O)cc1S(=O)(=O)N1CCOCC1,-2,-2,0,-3,-3.7,-6,-2,-1,-3,-3

# Only part of the results is shown; the hit share may differ from the screen's.
